Screens as filed in PubChem.
PAX8 reporter: lowers PAX8-driven luciferase in RMG-I cells | inhibition, % at 12.6 µM | AID 652154 | RMG-I TPO-luciferase reporter, SteadyGlo, 24 h | 360,000 compounds, 1.2% hits;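 active = mean replicate inhibition at least 60% with every replicate also reaching 60%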;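 note: luciferase light reporting Pax8 driven TPO promoter activity; plate controls were median of neutral control wells for no effect and mitoxantrone controls for full effect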
PglD DTNB: blocks C. jejuni PglD acetyltransferase activity. 360,000 compounds, 0.098% hits. purified PglD enzyme, DTNB colorimetric CoA detection. inhibition, % at 12.5 µM. AID 602405; in the data active = inhibition above about 16%, passing the limit was not always enough; note: strong numbers were not always called active
S100A4 inh HTS: inhibitors of human S100A4 binding to myosin IIA peptide; P26447; S100A4/TAMRA-MyoIIA peptide fluorescence polarization; inhibition, % at 10.7 µM; 360,000 compounds, 0.14% hits; AID 652163;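 active = mean inhibition of at least 70% across replicates, with every replicate also reaching that level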
Target sequence (P26447 whole entry, looked up): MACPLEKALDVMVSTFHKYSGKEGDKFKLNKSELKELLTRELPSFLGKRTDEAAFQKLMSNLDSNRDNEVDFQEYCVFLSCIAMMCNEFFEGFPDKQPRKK
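Test system: S100A4 monomer protein; Medium: HEPES pH 7.2 with CaCl2, KCl, NaCl, DTT, Triton; Probe or stimulus: TAMRA-labelled myosin IIA heavy-chain peptide probe, 5 nM; Doses: one dose per compound; Times: polarization read 5 min after assay mix addition, stable 5–60 min; Benchmarks: neutral control DMSO, positive control TFP.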
LGR2 inh: blocks bursicon-induced cAMP signaling via Drosophila LGR2. HEK293 LGR2, CRE-luciferase, bursicon-stimulated, 4 h. inhibition, % at 9.99 µM. 380,000 compounds, 0.35% hits. AID 720647;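 active = drop in luminescence signal, shown as inhibition above about 50% in the replicate tests, limit read from the data, passing the limit was not always enough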;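 note: agonist challenge used bursicon conditioned medium at about half maximal strength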
ERAP1 HTS inh: ERAP1 (human) enzyme inhibition | AID 652197 | 340,000 compounds, 0.15% hits | recombinant ERAP1, Leu-AMC fluorescence, 60 min | Q9NZ08 | inhibition, % at 10.7 µM;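 active = mean replicate inhibition of at least 30%, or all replicates individually reaching that 30% level; inactive = mean below 30% and not every replicate reaching it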;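 note: 0% = neutral control wells and 100% = L-leucinethiol positive control wells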
Target sequence (Q9NZ08 whole entry, looked up): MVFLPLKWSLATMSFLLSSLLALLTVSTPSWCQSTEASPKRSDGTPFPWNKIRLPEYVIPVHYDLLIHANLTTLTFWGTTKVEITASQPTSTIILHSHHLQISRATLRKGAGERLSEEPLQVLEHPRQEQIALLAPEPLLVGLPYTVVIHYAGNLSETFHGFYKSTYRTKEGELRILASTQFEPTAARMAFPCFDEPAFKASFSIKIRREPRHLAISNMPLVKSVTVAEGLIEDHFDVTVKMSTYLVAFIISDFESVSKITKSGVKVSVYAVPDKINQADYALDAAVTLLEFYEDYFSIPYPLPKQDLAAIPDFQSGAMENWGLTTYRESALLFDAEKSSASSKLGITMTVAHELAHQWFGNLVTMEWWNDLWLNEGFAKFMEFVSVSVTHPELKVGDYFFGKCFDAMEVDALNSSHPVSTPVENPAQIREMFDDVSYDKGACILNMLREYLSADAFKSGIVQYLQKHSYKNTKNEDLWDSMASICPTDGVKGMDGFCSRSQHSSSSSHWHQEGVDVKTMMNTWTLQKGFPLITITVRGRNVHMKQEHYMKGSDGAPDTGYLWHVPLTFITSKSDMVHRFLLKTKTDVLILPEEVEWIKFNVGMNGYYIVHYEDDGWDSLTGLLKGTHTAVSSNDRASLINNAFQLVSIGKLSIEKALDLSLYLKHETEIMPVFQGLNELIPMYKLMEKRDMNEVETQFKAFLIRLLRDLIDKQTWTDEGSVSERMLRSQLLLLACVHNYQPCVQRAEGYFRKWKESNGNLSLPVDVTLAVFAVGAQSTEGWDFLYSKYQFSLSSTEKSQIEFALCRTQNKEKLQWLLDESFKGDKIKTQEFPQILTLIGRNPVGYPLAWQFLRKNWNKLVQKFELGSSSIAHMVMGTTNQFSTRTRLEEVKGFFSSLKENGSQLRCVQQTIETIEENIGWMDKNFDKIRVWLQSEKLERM
FN deposition inh: fibronectin deposition inhibition; AH1F fibroblasts, Alexa488-fibronectin deposition fluorescence, overnight; inhibition, % at 12.6 µM; 350,000 compounds, 0.086% hits; AID 743247;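 active = mean inhibition across replicates of 30% or more, regardless of how many single replicates reach that level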;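 note: positive control wells lacked labelled fibronectin entirely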
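Measured by – fluorescence 485/525 nm · System – AH1F fibroblast monolayer, labelled fibronectin deposition · Amount – 10000 cells per well · Buffer or medium – serum-reduced DMEM (2% serum) · Doses – single dose, pinned · Also added – fluorescent fibronectin at 24 nM final · Schedule – 1 h cell attachment, overnight exposure to compound and label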
EWS-Fli block: inhibitors of EWS/Fli oncoprotein transcriptional activity. A673 NR0B1-luciferase reporter, viability-normalised. inhibition, % at 12.6 µM. 350,000 compounds, 0.67% hits. AID 651661;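 active = mean inhibition of at least 50% after viability correction, with every replicate also passing that limit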;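 note: firefly luciferase signal divided by Alamar Blue viability fluorescence both relative to DMSO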
PGC1a acetyl inh: PGC1a acetylation modulation, inhibitor mode; AID 651687; inhibition, % at 15.6 µM; 350,000 compounds, 0.17% hits; U2OS PGC1a acetylation, AlphaScreen anti-acetyl-lysine; with virally co-expressed GCN5 acetyltransferase;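 active = every replicate shows inhibition of at least 40%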;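 note: 0% = neutral control wells and 100% = positive control wells; some results beyond the cut were filed as inactive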
An asterisk follows results filed as active; nt = not tested or not shown; & = joins results of further samples.

Every second line gives: PAX8 reporter | PglD DTNB | S100A4 inh HTS | LGR2 inh | ERAP1 HTS inh | FN deposition inh | EWS-Fli block | PGC1a acetyl inh
- CCN1C(=O)[C@H]2[C@@H](c3ccc(C)cc3)N3C(=O)N(c4ccc(C)cc4)C(=O)[C@@]3(Cc3ccccc3)[C@H]2C1=O
    -24 | 4 | 3&-2 | 12&9 | 0&-3 | 4 | -37 | 3
- COc1ccccc1C(=O)Nc1nnc(SCC(=O)Nc2ccc3c(c2)oc2ccccc23)s1
    -71 | -1 | nt | -77 | nt | -10 | nt | nt
- O=C(Nc1ccc(F)cc1)N1CC(=O)N2[C@H](CO)[C@@H](c3ccc(-c4cccc(F)c4)cc3)[C@@H]2C1
    13 | nt | 1 | 0 | 1 | -8 | 9 | -5
- C[C@@H]1CN([C@@H](C)CO)S(=O)(=O)c2ccc(C#C[C@@H](C)O)cc2O[C@H]1CN(C)C
    5 | 4 | -1 | 4 | 0 | -12 | 4 | 9
- CC(C)(C)c1ccc2c(c1)OC(C(=O)N/N=C/c1ccc([N+](=O)[O-])o1)CO2 (stereo not given)
    -8 | 5 | -2 | -3 | 2 | 4 | 1 | -165
- C#CCOCCOCCOCCNc1nc(N2CCN(C(=O)[C@H](CCCCN)n3cc(CCC(=O)O)nn3)CC2)nc(N2CCN(C(=O)[C@H](CCCCN)n3cc(CC(C)O)nn3)CC2)n1 (stereo not given in full)
    -15 | 0 | -1 | -32 | -5 | -25 | -11 | 3
- COc1ccc2c3c([nH]c2c1)[C@@H](CO)N(C(=O)C1CCOCC1)CC31CN(S(C)(=O)=O)C1
    0 | nt | 12 | 6 | -1 | nt | -7 | 0
- O=[N+]([O-])c1ccc(S(=O)(=O)NCCN2CCOCC2)cc1
    -1 | nt | -3 | -13 | 6 | 4 | 3 | 2
- COc1ccccc1C(CC(=O)c1ccccc1)C(=O)c1ccccc1 (stereo not given)
    -9 | nt | 0 | 5 | nt | nt | -4 | nt
- O=C(CN(C(=O)C1CSC(=O)C1)c1ccc(F)cc1)NCc1ccc2c(c1)OCO2 (stereo not given)
    5 | -10 | 5 | 13 | -4 | 4 | 4 | nt
- Cc1ccc(NC(=O)CSc2nnc(/N=C/N(C)C)s2)cc1
    4 | nt | 5 | -28 | 0 | nt | 11 | 8
- CN1CCN(C(=O)C[C@H]2CC[C@@H]3[C@H](COC[C@@H](O)CN3Cc3cccc(-c4ccncc4)c3)O2)CC1
    1 | 2 | 4 | -4 | -1 | -2 | 9 | -6
- CCOC(=O)C/C(=N\Nc1ncnc2ccccc12)c1ccccc1
    -11 | 5 | -6 | -19 | -4 | 3 | -76 | nt
- CCc1nc2c(OCc3cc(Cl)cc(Cl)c3)cccn2c1N(C)C(=O)CC(C)C
    22 | 3 | -9 | -22 | 1 | -6 | 14 | -7
- COc1ccc(OCC2NCCc3cc(OC)c(OC)cc32)cc1 (stereo not given)
    20 | 7 | -12 | 4 | -1 | 3 | 6 | 2
- O=C(CC1CC1)Nc1ccc2c(c1)[C@@H]1C[C@@H](CC(=O)NC3CCCCC3)O[C@H](CO)[C@@H]1O2
    11 | -2 | 1 | 16 | 2 | -11 | 6 | -3
- Cc1ccc(C(=O)c2c3ccc([N+](=O)[O-])cc3[n+]([O-])n2CCC(N)=O)cc1
    7 | -10 | 0 | -15 | 2 | 9 | 13 | 13
- CCN(CC)CCCNC(=O)c1[nH]c(C)c(C(=O)NC2CCCCC2)c1C
    -8 | -5 | nt | nt | nt | 4 | nt | 5
- COc1ccc(-c2cc(C(F)(F)F)nc(SCCC(=O)N3CCN(C)CC3)n2)cc1
    -2 | nt | 1 | 8 | nt | -14 | -14 | 0
- CCN1CCN(c2nc3c(C)cccn3c(=O)c2/C=C(\C#N)S(=O)(=O)c2ccc(Cl)cc2)CC1
    9 | nt | -11 | -9 | 2 | 4 | 20 | nt
- Cc1cc(NC(=O)CSc2nc3c(cc2C#N)CCC3)no1
    -209 | 1 | 0 | -102 | 0 | -8 | -124 | -9
- COc1ccc(NC(=O)N(C)C[C@@H]2Oc3ccc(NC(=O)Nc4ccc(F)cc4)cc3C(=O)N([C@H](C)CO)C[C@H]2C)cc1
    nt | -5 | 6 | -3 | -2 | nt | 0 | 9
- Cc1ccc(CNC(=O)C2CCN(S(=O)(=O)c3cccc4nonc34)CC2)cc1
    5 | nt | -2 | -10 | -2 | 3 | -4 | -4
- C/C=C/c1cnc2c(c1)C(=O)N([C@@H](C)CO)C[C@H](C)[C@H](CN(C)S(=O)(=O)c1ccc(OC)cc1)O2
    nt | -1 | 5 | 9 | -1 | nt | -7 | -1
- COC(=O)c1ccc2c(=O)n(CC3CCCO3)c(SCC(=O)NCCc3ccc(S(N)(=O)=O)cc3)nc2c1 (stereo not given)
    1 | nt | -6 | 9 | 3 | -6 | 1 | nt
- CN(C)CC(=O)Nc1ccc2c(c1)[C@H]1C[C@H](CC(=O)NCc3ccccc3F)O[C@H](CO)[C@H]1O2
    -9 | -6 | nt | -2 | nt | -5 | -2 | -4
- COc1ccc(Cl)cc1NC(=O)c1cc(-c2ccc(C)cc2O)n[nH]1
    -30 | -2 | -1 | 10 | 1 | -2 | -5 | -6
- CSCC[C@H](NC(=O)C(C)Oc1ccc(Cl)cc1)c1nc2ccccc2[nH]1 (stereo not given in full)
    20 | 1 | nt | 7 | nt | -9 | nt | 7
- C[C@@H]1CN([C@H](C)CO)C(=O)c2cc(NC(=O)Cc3cn(C)c4ccccc34)ccc2O[C@@H]1CN(C)Cc1ccc(-c2ccccc2)cc1
    nt | nt | -22 | 6 | 0 | nt | -5 | -10
- C[C@@H]1CCCCO[C@@H](CN(C)Cc2ccc(C(F)(F)F)cc2)[C@H](C)CN([C@@H](C)CO)C(=O)c2cc(NC(=O)c3ccccc3)ccc2O1
    32 | -1 | -1 | 19 | 1 | nt | 13 | -36

Looked up by structure from above:
Every second line gives: PAX8 reporter | PglD DTNB | S100A4 inh HTS | LGR2 inh | ERAP1 HTS inh | FN deposition inh | EWS-Fli block | PGC1a acetyl inh
- CCc1nc2c(OCc3cc(Cl)cc(Cl)c3)cccn2c1N(C)C(=O)CC(C)C
    22 | 3 | -9 | -22 | 1 | -6 | 14 | -7
- Cc1ccc(CNC(=O)C2CCN(S(=O)(=O)c3cccc4nonc34)CC2)cc1
    5 | nt | -2 | -10 | -2 | 3 | -4 | -4

Additional compounds follow.
Every second line gives: PAX8 reporter | PglD DTNB | S100A4 inh HTS | LGR2 inh | ERAP1 HTS inh | FN deposition inh | EWS-Fli block | PGC1a acetyl inh
- Cc1ccc(CN2CC(C(=O)Nc3cccc(S(=O)(=O)N4CCCCC4)c3)CC2=O)cc1 (stereo not given)
    13 | 0 | nt | 6 | nt | 0 | nt | nt
- CC(c1nccs1)N(C)C(=O)CCc1nnc(Cc2c[nH]c3ccccc23)o1 (stereo not given)
    -2 | 0 | 7 | 4 | 2 | -7 | -3 | -15
- CN(CCOc1ccccc1)CC(=O)Nc1ccc(Cl)c(S(=O)(=O)N(C)C)c1
    15 | nt | -4 | 5 | 11 | -3 | 4 | -5
- Cc1c(NCc2nc3ccccc3[nH]2)c(=O)n(-c2ccccc2)n1C
    nt | 5 | -1 | -10 | 2 | nt | -26 | -5
- O=C1CCCC2=C1C(c1cccs1)Nc1ccc3ncccc3c12 (stereo not given)
    nt | 0 | nt | -11 | nt | 2 | nt | 7
- Cc1noc(C)c1NC(=O)N(C)C[C@H]1Oc2ncc(C#CC3CCCC3)cc2C(=O)N([C@@H](C)CO)C[C@@H]1C
    0 | 1 | -1 | -18 | 0 | -10 | -7 | 0
- C[C@H]1CN([C@@H](C)CO)S(=O)(=O)c2ccc(-c3cccc(F)c3)cc2O[C@@H]1CN(C)S(=O)(=O)c1ccccc1
    nt | 1 | 2 | 7 | -2 | nt | 9 | -5
- CCCN(C)C[C@H]1Oc2ncc(-c3cccc(C#N)c3)cc2C(=O)N([C@H](C)CO)C[C@@H]1C
    nt | 1 | 26 | 5 | 1 | 1 | -4 | 5
- CCc1c(C)nc2ncnn2c1N1CCN(S(=O)(=O)c2ccc(OC)cc2)CC1
    10 | nt | -13 | 17 | -3 | 3 | 7 | -3
- CCn1cnc2c(NCCc3cccnc3)nc(C#N)nc21
    -6 | -2 | 0 | -17 | 8 | 8 | -9 | -2
- CC(C)c1ccc(NC(=O)c2ccc3snnc3c2)cc1
    -158 | -3 | 5 | -62 | 1 | nt | nt | nt
- Cc1ccccc1CN1CCC(n2nccc2NC(=O)CCCc2ccccc2)CC1
    19 | -5 | 1 | -1 | -1 | -1 | 1 | nt
- COc1ccc(/C=C(/NC(=O)c2ccc(C)cc2)C(=O)N2CCCC2)cc1OC
    0 | 1 | -8 | -18 | 3 | 3 | -6 | -4
- CCN(CC)c1ncnc2c1cnn2Cc1ccc(Cl)cc1
    -8 | nt | -8 | -12 | 1 | nt | 0 | -1
- S=C(NCC1CCCO1)Nc1ccccc1Cl (stereo not given)
    3 | nt | 1 | -7 | -3 | 3 | 6 | nt
- COc1ccc(NC(=O)c2cc3ccccc3o/c2=N\NS(=O)(=O)c2ccc(C)cc2)cc1
    -223 | 0 | -4 | -8 | 1 | 7 | nt | -1
- CCOC(=O)N1CCN(CC(=O)Nc2cc(OC)c(OC)cc2C#N)CC1
    12 | nt | -27 | 0 | 2 | nt | -4 | 4
- Cc1ccc(C)c(S(=O)(=O)N(C)C2(C)CCS(=O)(=O)C2)c1 (stereo not given)
    -12 | -2 | 8 | 8 | -2 | -1 | -9 | 0
- CCOC(=O)C1CCCN(c2c(NCCN(C)Cc3ccccc3)c(=O)c2=O)C1 (stereo not given)
    -5 | 1 | -1 | 2 | 3 | -1 | 2 | -6
- Cc1cccc(-c2c3c(nc4c2c(=O)n(C)c(=O)n4C)-c2ccccc2C3O)c1 (stereo not given)
    -9 | 1 | 7 | -4 | 6 | -2 | 12 | 1
- CCOC(=O)CCc1c(C)c2ccc3c(c2oc1=O)CN(CCCO)CO3
    20 | 8 | -5 | -18 | 2 | 1 | 5 | 3
- CCCCCCSc1nc(O)c(C2OC(=O)c3c2ccc(OC)c3OC)c(=O)n1CC (stereo not given)
    nt | -1 | -3 | 15 | 4 | nt | nt | nt
- CCOC(=O)c1ccc(N2C(=O)CC(N3CCC(C(N)=O)(N4CCCCC4)CC3)C2=O)cc1 (stereo not given)
    nt | -1 | 0 | -19 | -5 | nt | 1 | -16
- CC(NC(=O)c1ccc(CS(C)(=O)=O)cc1)C1CC2CCC1C2 (stereo not given)
    4 | -1 | 5 | -2 | 0 | 0 | 0 | -9
- CCn1c(C)c(C)c2cc(C(=O)NC3CCCCCC3)ccc21
    -21 | nt | -27 | -39 | -2 | -5 | -43 | -15
- CCc1noc(C)c1C(=O)N1CCN(S(=O)(=O)c2cccs2)CC1
    nt | 0 | 0 | 5 | -1 | -1 | -1 | nt
- CCCCn1c(-c2c(Cl)c(C)nn2C)n[nH]c1=S
    -10 | nt | 1 | -13 | 4 | 5 | 1 | nt
- Cc1noc(C)c1NC(=O)Nc1cccc2c1O[C@H](CN(C)Cc1ccc(-c3ccccc3)cc1)[C@H](C)CN([C@H](C)CO)C2=O
    19 | -3 | -5 | 6 | -2 | nt | 3 | 4
- CN(C)CC(=O)N1[C@H](C#N)[C@@H](c2ccc(-c3ccccc3F)cc2)[C@H]1CO
    6 | -2 | -1 | -3 | -4 | -5 | -6 | -3
